K1F lysis inhibition = inhibition of K1F phage lysis, E. coli UTI89, bacterial capsule biogenesis inhibitors, alamar blue (AID 488966) | E. coli UTI89 K1F phage lysis, alamar blue, 2 h; higher % means a stronger effect | one-dose inhibition, % at 100 µM; IC50 in µM for titrated hits | hit rate 0.02% among 340,000;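 active = phage lysis inhibition, versus mean bacterial control, above a set limit; inconclusive = no clear call, values can overlap the other calls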;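 also: capsule biogenesis inhibitors block K1F phage lysis so surviving cells raise fluorescence; higher fluorescence means more inhibition of phage lysis; actives were called in the ten point dose series up to 300 µM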
NTR1 ag = NTR1-driven beta-arrestin-GFP spot formation – imaging, U2OS cells, high content, primary screen (AID 493036) | agonist mode | activation, % at 20 µM | hit rate 0.17% among 330,000;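 active = activation at or above 40% of the spot to cytoplasm intensity ratio, with at least 20 cells analyzed; inconclusive = wells under 20 cells, flagged as cytotoxic or low count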;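 also: 0% = DMSO without peptide and 100% = 100 nM NTR1 peptide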
Target sequence (P30989 whole entry, looked up): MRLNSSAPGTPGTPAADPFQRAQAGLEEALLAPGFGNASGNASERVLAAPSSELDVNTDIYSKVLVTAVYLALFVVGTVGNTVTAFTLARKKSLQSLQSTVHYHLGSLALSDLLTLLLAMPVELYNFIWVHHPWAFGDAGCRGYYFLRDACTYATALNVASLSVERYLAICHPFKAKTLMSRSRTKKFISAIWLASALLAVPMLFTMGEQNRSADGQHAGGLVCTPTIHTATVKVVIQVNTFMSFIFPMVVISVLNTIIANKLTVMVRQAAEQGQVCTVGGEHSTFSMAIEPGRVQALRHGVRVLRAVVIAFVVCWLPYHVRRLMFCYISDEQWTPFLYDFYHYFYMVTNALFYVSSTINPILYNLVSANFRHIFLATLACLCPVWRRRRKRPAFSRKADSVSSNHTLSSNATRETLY
PhoP inhibition = inhibitors of PhoP regulon expression, primary screen, Salmonella Typhimurium, GFP reporter (AID 1863) | S. Typhimurium PhoP-regulated promoter GFP reporter, 4 h; higher % means a stronger effect | hit rate 0.16% among 300,000 | inhibition, % at 50 µM; hits with a dose series show IC50 in µM;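 active = inhibition over 29.93%, a cutoff 3 SD above the screen mean, later confirmed by dose response; inconclusive = inhibition over 29.93% but no dose response follow-up; inactive = inhibition at most 29.93% or unconfirmed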;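 also: 0% = low Mg2+ inducing control and 100% = high Mg2+ repressing control; strong numbers were not always called active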
West Nile antiviral = West Nile virus antiviral activity, cell-based, CPE readout (AID 1621). hit rate 0.02% among 290,000. one-dose CPE inhibition, % at 10 µM; IC50 in µM for titrated hits. West Nile virus-infected cells, CPE inhibition; higher % means a stronger effect; in the data active = a potency from the dose series; inconclusive = CPE inhibition mostly from about 3.7% at the one dose, without a potency; inactive = the rest, 99 in 100 with CPE inhibition below about 2.2%; also: strong numbers were not always called active
MgcRacGAP inhibition = MgcRacGAP GTPase-activating activity inhibitors, confirmation, biochemical, ADP Hunter fluorescence. MgcRacGAP-stimulated Rac1 GTP hydrolysis, ADP Hunter fluorescence; higher % means a stronger effect; GST-tagged Rac1 F28L mutant substrate. hit rate 0.6% among 340,000. inhibition, % at 30 µM; hits with a dose series show IC50 in µM. AID 624330;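 active = first-screen hits whose inhibition reached a set limit at any dose in the follow-up dose series; inconclusive = inhibition above the set first-screen limit but never retested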;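 also: fluorescence reports GDP produced by GAP-driven GTP hydrolysis; strong numbers were not always called active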
RSV CPE inhibition = inhibition of RSV-induced cytopathic effect – HEp-2 cells, primary 10 µM value included (AID 2391); one-dose CPE inhibition, % at 10 µM; IC50 in µM for titrated hits; hit rate 0.13% among 310,000; HEp-2 cells, RSV-induced CPE inhibition; higher % means a stronger effect; in the data active = a potency from the dose series; inconclusive = CPE inhibition mostly from about 23% at the one dose, without a potency; inactive = the rest, 99 in 100 with CPE inhibition below about 21%; also: strong numbers were not always called active
Large T inhibition = SV40 large T antigen inhibitors, biochemical (AID 1903). SV40 large T antigen ATPase/helicase inhibition assay; higher % means a stronger effect. one-dose inhibition, % at 20 µM; IC50 in µM for titrated hits. hit rate 0.39% among 310,000; in the data active = a potency from the dose series; inconclusive = inhibition mostly from about 32% at the one dose, without a potency; inactive = the rest, 99 in 100 with inhibition below about 32%; also: strong numbers were not always called active
NS5 inhibitors = Dengue-2 NS5 methyltransferase inhibitors, primary screen, biochemical, confirmation dose response (AID 588689); Dengue-2 NS5 methyltransferase capping enzyme assay, biochemical; higher % means a stronger effect; inhibition, % at 25 µM; hits with a dose series show IC50 in µM; hit rate 0.3% among 340,000; in the data active = a potency from the dose series; inconclusive = inhibition above about 29% without an active follow-up result
T cell modulator = T cell immune modulation candidate; calls only at 7 µM; 2C CD8+ T cell-vesicle binding, flow cytometry; active compounds read low; hit rate 0.068% among 330,000;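 active = response, share of CD8 T cells binding vesicles, and their 90th percentile fluorescence all below set limits, cut at about 80% in these data, passing the limit was not always enough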
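Test system: purified 2C TCR transgenic mouse naive CD8+ T cells. Probe or stimulus: QL9-peptide-loaded Drosophila micro-vesicles bearing Ld, ICAM-1 and B7-1. Incubation: binding step 1.5 h, 37 °C, antibody labelling 20 min, ice. Measured by: flow cytometry of vesicle-bound cells.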
T cell modulator vesicle-bound % = second read-out of T cell modulator, no call of its own (marks repeat the call); double positive events, %; measured here: CD8+ vesicle-bound cell fraction;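 binding gate set so that unloaded-vesicle control wells show 10% double positive cells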
NTR1 ag cell count 20 µM = further read-out of NTR1 ag, marked with its call; cell count; measured here: cell count, cytotoxicity flag
NS5 inhibitors pilot replicate = further read-out of NS5 inhibitors, marked with its call; inhibition, %; measured here: pilot screen replicate inhibition
The depositor's hits bear a star; i = inactive; ? = inconclusive; / = no result given; [ ] = another dose, or the depositor's remark.

SMILES | K1F lysis inhibition | NTR1 ag | NTR1 ag cell count 20 µM | PhoP inhibition | West Nile antiviral | MgcRacGAP inhibition | RSV CPE inhibition | Large T inhibition | NS5 inhibitors | T cell modulator | T cell modulator vesicle-bound % | others
COc1ccc(C2=NN(CC(=O)Nc3ccccc3C)C(=O)CC2)cc1 | 1.0%[50 µM] | 1.3 | 68 | 1% | 0.4% | 11% | 1.7% | 17% | -18% | i | 44
CCCNC(=O)CNC(=S)N(Cc1cc(OC)c(OC)c(OC)c1)C1CCCC1 | 0.4% | 0.2 | 51 | -20% | -1.2% | 7% | 1.9% | 4% | 4% | i | 39
CC(C)c1ccc(N2C(=O)C3C4C=CC(CC4)C3C2=O)cc1 (centres undefined) | 0.2% | 1.8 | 75 | -4% | -0.8% | 9% | 9.9% | 5% | -4% | i | 64
O=C(Nc1cccc(-c2ccc(F)cc2)c1)C1CCCN(C(=O)c2cscn2)C1 (centres undefined) | 0.1% | -1.2 | 73 | 9% | 0.1% | 13% | 21% | 7% | -7% | i | 26
Cn1cccc1/C=N/NC(=O)Cn1cnc2ccccc21 | 0.6% | 0.8 | 53 | 22% | 0.2% | 7% | 0.1% | 5% | -4% | i | 61
CCOC(=O)c1cn(C2CC2)c2c(F)c(F)c(F)cc2c1=O | -0.1% | 1.3 | 49 | -7% | 1.1% | 3% | 0.9% | 7% | -3% | i | 34
Cc1cc(N2CCN(c3ccc([N+](=O)[O-])c4cccnc34)CC2)c2ccccc2n1 | 2.6%[50 µM] | 35 | 80 | 2% | -1.4% | 2% | -0.5% | 4% | 10% | i | 48
CCC(Oc1ccccc1)C(=O)Nc1ccccc1N1CCCC1 (centres undefined) | -0.1% | 3.1 | 68 | 0% | 0.3% | 8% | 9.9% | 10% | 0% | i | 8
Cn1c(CSc2nc3ccccc3n2C)nc2ccccc21 | 0.0% | -0.9 | 91 | 0% | -0.7% | 5% | 1.8% | 2% | -3% | i | 39
Cc1cccc(N2CCN(C(=S)Nc3ccc4nc(N5CCOCC5)cc(C)c4c3)CC2C)c1 (centres undefined) | -0.1% | 2.9 | 92 | -6% | -0.8% | -24% | 4.6% | 0% | 10% | i | 25
c1ccc(-c2cnnc(-c3ccccn3)n2)cc1 | 0.1% | 0.5 | 87 | -4% | -0.5% | 4% | 2.4% | 15% | -11% | i | 50
CC(C)(C)c1ccc(C(=O)Nc2ccc([N+](=O)[O-])cn2)cc1 | 0.8% | -0.4 | 38 | -10% | -0.6% | 9% | 6.8% | 4% | -9% | i | 40
CCOc1cc(-c2nc3ccccc3s2)ccc1O | -0.1% | 3.6 | 53 | -9% | -0.6% | 33µM* | -1.4% | 32% | -1% | i | 28
CCC(=O)N(Cc1cc(=O)[nH]c2ccccc12)c1ccccc1OC | -0.7%[50 µM] | -0.5 | 94 | 0% | -0.5% | 2% | 3.1% | 9% | 5% | i | 43
COc1ccc(OC)c(C(=O)Cn2cnc3ccccc3c2=O)c1 | 0.4% | -1.9 | 43 | -1% | -0.5% | 5% | 3.3% | 7% | 1% | i | 27
COc1cccc(NC(=O)C2CCCCC2)c1 | 5.5% | 1.7 | 95 | 6% | -0.4% | 2% | 1.0% | 6% | -2% | i | 42
COc1ccc2ccccc2c1CNC(C)CCc1ccccc1 (centres undefined) | 0.5% | 3.7 | 55 | -5% | -2.2% | 21% | 0.1% | 4% | / | i | 57
CCOc1cc2c(C#N)c(N3CCCC3)nc(N)c2c(N)n1 | -0.4% | 0.2 | 75 | 1% | -0.4% | 8% | 1.0% | 8% | 1% | i | 38
O=C(C1=C(O)C(=O)N(CCN2CCOCC2)C1c1ccc(Cl)cc1)c1cc2ccccc2o1 (centres undefined) | -0.2% | 1.3 | 65 | -18% | 0.4% | 6% | 3.3% | 15% | -7% | i | 20
CCN1CCN(c2nc3c(c(=O)n(C)c(=O)n3C)n2CCSc2ncccn2)CC1 | 0.0% | -0.6 | 66 | -1% | 0.2% | 5% | 0.3% | 3% | -3% | i | 37
CN(C)CCOC(=O)c1ccc2c(c1)S(=O)(=O)c1ccccc1C2=O | 0.9%[50 µM] | -1.4 | 56 | -3% | 1.5% | 6% | -1.7% | 0% | -10% | i | 50
CCOC(=O)Nc1cccc2ccccc12 | -1.1% | 1.4 | 50 | -6% | 0.5% | 1% | 0.8% | 2% | -6% | i | 35
Cc1ccccc1-n1c(SCC(=O)c2cc(C)n(C)c2C)nnc1-c1cccnc1 | -0.6% | -1.0 | 52 | 10% | -0.3% | 19% | 4.3% | 37% | 5% | i | 45
CC(C)(C)c1cc(C(=O)Nc2ccc(F)cc2)n(Cc2ccc(F)cc2)n1 | / | 6.5 | 35 | -3% | -0.1% | / | 11% | 17% | / | i | 37
O=C(Nc1ccccc1C(=O)N1CCOCC1)c1noc2c1CCCC2 | 0.4% | 0.0 | 52 | -10% | -0.6% | 8% | 0.6% | 1% | -10% | i | 42
O=C1CN(C(=O)COc2ccc([N+](=O)[O-])cc2Cl)c2ccccc2N1 | 0.6%[50 µM] | 1.2 | 68 | / | / | 2% | 2.7% | / | 4% | i | 34
O=C(c1cc(-c2ccncc2)nc2ccccc12)N1CCN(S(=O)(=O)/C=C/c2ccccc2)CC1 | 1.4% | 5.2 | 54 | -8% | 0.2% | 11% | 1.3% | 8% | 0% | i | 45
CCOc1ccccc1NC(=O)CCNS(=O)(=O)c1cccc2nonc12 | 0.0% | -1.6 | 54 | 3% | -0.6% | -3% | 1.2% | -4% | 4% | i | 18
COc1ccc(N2C(=O)C(CC(N)=O)N(NC(=O)c3cccc(OC)c3)C2=S)cc1 (centres undefined) | -0.1% | -0.2 | 97 | -5% | 0.5% | 2% | 0.2% | 22% | -1% | i | 37
COc1cc(C(C(=O)NCc2ccccc2)N(C(=O)c2snc(C(N)=O)c2N)C2CCCC2)cc(OC)c1OC (centres undefined) | 4.3% | 0.9 | 42 | 7% | -0.8% | 0% | 1.8% | 0% | -5% | i | 52
O=C(/C=C/c1ccccc1)NC(NC(=S)Nc1ccc(Cl)cc1)C(Cl)(Cl)Cl (centres undefined) | -0.3% | 0.0 | 80 | 0% | -1.0% | 9% | 0.8% | 15% | -11% | i | 15
CCC1=NN(C(=O)CCc2ccc3c(c2)OCO3)C(O)(C(F)(F)F)C1 (centres undefined) | 0.2% | 2.4 | 73 | -2% | -1.1% | 14% | 4.1% | 0% | -1% | i | 29
C=C1c2cccc(C(F)(F)F)c2O[C@H](C(=O)OCC)[C@H]1OC | 0.1% | -1.8 | 56 | / | / | -1% | / | / | 3% | / | / | NS5 inhibitors pilot replicate=-0.9
Cc1cc(C)cc(NC(=O)Nc2cccnc2)c1 | 3.5%[50 µM] | / | / | 9% | -0.1% | 5% | 1.0% | 0% | -3% | i | 14
O=C1CCCc2ccccc2N1Cc1cccc(Cl)c1 | 0.4% | -0.2 | 41 | 0% | -0.1% | 5% | 5.2% | 10% | 1% | i | 46
CC(=O)Nc1sc2c(c1C#N)CCC(C)C2 (centres undefined) | 2.3% | 7.1 | 55 | 0% | -0.8% | 16% | 6.1% | 2% | 4% | i | 50
Nn1c(SCC(=O)Nc2ccc3c(c2)OCO3)nnc1-c1ccncc1 | 1.0%[50 µM] | -0.7 | 57 | -5% | / | -18% | 1.3% | 18% | -1% | i | 25
CN(CC(=O)Nc1cccc2c1CCCC2)S(=O)(=O)c1ccccc1 | 2.9% | 2.0 | 73 | -4% | -0.6% | 7% | 2.4% | 0% | 0% | i | 44
O=S(=O)(Nc1ccc2c(c1)CCC2)c1cccs1 | 0.0% | -2.9 | 87 | -1% | -0.6% | 6% | -0.9% | 12% | -5% | i | 33
COn1c(-c2ccccc2)c(C=O)c2ccccc21 | -0.2% | 1.3 | 45 | -8% | -0.5% | 0% | 3.7% | 7% | -14% | i | 36
COc1ccc(NC(=O)N(CCCN2CCOCC2)Cc2cccnc2)c(OC)c1 | 0.0% | -2.4 | 94 | / | -0.2% | -9% | 0.6% | / | -1% | i | 38
NNC(=O)C1CCCN1S(=O)(=O)c1ccc(Cl)cc1 (centres undefined) | 0.7% | 0.6 | 83 | -5% | -0.5% | 0% | 0.6% | 0% | -4% | i | 58
Cc1ccc(S(=O)(=O)CNC(=O)c2ccccc2)cc1 | 6.9% | -2.7 | 75 | 12% | 0.6% | -1% | 1.0% | -1% | -2% | i | 16
CCOc1ccccc1NC(=O)c1cc(S(=O)(=O)NCc2ccco2)ccc1F | -0.3% | 2.3 | 66 | 1% | ? | -42% | 4.6% | 13% | 1% | i | 16
COCCn1c(Cc2ccccc2)nnc1SCC(=O)Nc1oc(C)c2c(C)n[nH]c(=O)c12 | 0.3%[50 µM] | -0.2 | 59 | 1% | / | -3% | -2.3% | 21% | 5% | i | 18
Cc1ccc(CNC(=O)c2ccc([N+](=O)[O-])o2)cc1 | -20% | 2.9 | 81 | 0% | ? | 8% | 2.3% | 8% | -2% | i | 51
CCCCn1c(SCC(=O)c2ccc3c(c2)OCCO3)nnc1-c1ccco1 | 2.1% | 1.3 | 57 | 2% | -0.4% | 4% | 1.0% | 0% | -7% | i | 10
COC(=O)c1ccc(N2CCN(CC(=O)c3ccc(-c4ccccc4)cc3)CC2)c([N+](=O)[O-])c1 | -0.3% | -0.2 | 47 | -18% | / | 12% | 15% | 14% | 2% | i | 32
CCCCN(CC)S(=O)(=O)c1ccc(C(=O)Nc2nnc(CSC)o2)cc1 | -2.1% | 0.3 | 54 | -4% | -0.1% | 6% | 8.0% | 0% | 1% | i | 50
CC(C)CSC1=NSC2=NC(=O)/C(=C\c3coc4ccccc4c3=O)C(=N)N12 | 0.0% | -0.9 | 92 | -7% | 0.0% | 13% | 1.6% | 14% | ? | i | 29

Grouped by structure: those above with a CF3 group (2)
SMILES | K1F lysis inhibition | NTR1 ag | NTR1 ag cell count 20 µM | PhoP inhibition | West Nile antiviral | MgcRacGAP inhibition | RSV CPE inhibition | Large T inhibition | NS5 inhibitors | T cell modulator | T cell modulator vesicle-bound % | others
CCC1=NN(C(=O)CCc2ccc3c(c2)OCO3)C(O)(C(F)(F)F)C1 (centres undefined) | 0.2% | 2.4 | 73 | -2% | -1.1% | 14% | 4.1% | 0% | -1% | i | 29
C=C1c2cccc(C(F)(F)F)c2O[C@H](C(=O)OCC)[C@H]1OC | 0.1% | -1.8 | 56 | / | / | -1% | / | / | 3% | / | / | NS5 inhibitors pilot replicate=-0.9
